KDM4E inh: JMJD2E (human) inhibition | B2RXH2 | JMJD2E catalytic domain, FDH-coupled NADH fluorescence (FDH is formaldehyde dehydrogenase) | Potency, µM (titrated, usually from 57.1 µM), inactives show at the highest dose activity change, negative = inhibition, most hits filed as inhibitors | hit rate 1.6% among 230,000 | AID 2147; active means well fitted inhibition curve with a large enough effect, not every such curve was filed as active; inconclusive means small, poorly fitted or top-dose-only effect, or another doubt; inactive means no such curve, though single readings can be large or run the other way;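 further: 0% = wells with enzyme and -100% = buffer wells without enzyme; nearly all actives have a fitted effect of over 50% in size; many of its hits are not listed in these tables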
Target sequence (B2RXH2 1-337 limits assumed): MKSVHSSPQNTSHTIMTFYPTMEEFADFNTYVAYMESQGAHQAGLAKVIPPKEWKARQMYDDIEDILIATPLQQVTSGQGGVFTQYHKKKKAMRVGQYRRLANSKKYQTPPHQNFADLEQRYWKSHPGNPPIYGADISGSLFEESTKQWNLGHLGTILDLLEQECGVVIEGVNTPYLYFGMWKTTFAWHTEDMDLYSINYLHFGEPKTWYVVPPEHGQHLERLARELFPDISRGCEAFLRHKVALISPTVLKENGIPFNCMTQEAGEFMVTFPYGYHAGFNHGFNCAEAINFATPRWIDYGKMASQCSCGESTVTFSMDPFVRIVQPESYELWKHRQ
SMN2 splice enh: SMN2 splice variant enhancement. HEK293 SMN2-luciferase splicing reporter, luminescence, 30-36 h. Potency, µM (titrated, usually from 46.1 µM), for the others: at the top dose activity change, positive = activation, most hits filed as activators. hit rate 2.8% among 210,000. AID 1458; further: % of control where 0% means no effect; nearly all actives have a fitted effect of over 55% in size
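HEK293 cells carry an SMN2 […]–luciferase reporter in which exon 7 inclusion puts luciferase in frame. Cells were plated 10-12 h before compound addition, then incubated 30-36 h at 37C. ONE-Glo luminescence was read; sodium butyrate at 4.5 mM final served as control.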
GoLoco inh red: inhibitors of human Gai1-RGS12 GoLoco interaction (red fluorophore) | P63096 | Gai1:RGS12 GoLoco peptide FP, rhodamine, 10 min | Potency, µM (series often up to 61.6 µM), for inactives: at the top dose activity, negative = inhibition, hits mostly inhibitors | hit rate 0.44% among 230,000 | AID 880; active means well fitted inhibition curve with a large enough effect, not every such curve was filed as active; inactive means no such curve, though single readings can be large or run the other way; further: on the % scale 0 is the no-effect control and ±100 the full control effect; nearly all actives have a fitted effect of over 30% in size; many of its hits are not listed in these tables
Target sequence (P63096 whole entry, looked up): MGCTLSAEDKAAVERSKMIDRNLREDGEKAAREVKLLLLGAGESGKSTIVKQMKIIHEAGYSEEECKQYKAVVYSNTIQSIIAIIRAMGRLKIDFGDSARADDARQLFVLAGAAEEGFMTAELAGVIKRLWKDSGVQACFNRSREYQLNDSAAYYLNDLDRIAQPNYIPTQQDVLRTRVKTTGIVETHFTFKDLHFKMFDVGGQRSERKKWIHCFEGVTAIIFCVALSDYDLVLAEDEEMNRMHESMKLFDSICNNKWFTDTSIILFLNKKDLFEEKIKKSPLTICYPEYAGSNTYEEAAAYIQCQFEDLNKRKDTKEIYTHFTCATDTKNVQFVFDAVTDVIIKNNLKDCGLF
GAA spleen mod: lysosomal alpha-glucosidase (human) modulation; hit rate 0.006% among 240,000; human spleen homogenate, 4-MU-alpha-glucoside fluorescence; Potency, µM (titrated, usually from 79.9 µM), for inactives: top-dose activity change, negative = inhibition, actives largely listed as inhibitors; P10253;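 further: 0% = enzyme with vehicle and -100% = no enzyme basal signal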
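Enzyme source: human spleen homogenate, 1 ug/well. Buffer 50 mM citric acid/K phosphate pH 5.0, 0.01% Tween-20. 4-MU-alpha-glucoside 1 mM; 37 C x 40 min; NaOH/glycine stop; fluorescence.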
GAA inh: blocks human lysosomal alpha-glucosidase; Potency, µM (highest dose often 76.9 µM), for inactives: at the top dose activity change, negative = inhibition, actives largely listed as inhibitors; purified human GAA, 4-MU-alpha-glucoside fluorescence; P10253; hit rate 0.005% among 200,000;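 further: plate controls were uninhibited enzyme wells for no effect and no-enzyme background for full effect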
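qHTS format, compound range up to 77 uM. Human lysosomal enzyme at 4 nM, 400 uM 4-MU glucoside substrate, pH 5.0, 20 min room temperature; fluorescence after alkaline stop gives activity normalized to controls.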
GLA spleen mod: inhibitors or activators of human alpha-galactosidase in spleen homogenate; P06280; human spleen homogenate, 4MU-alpha-Gal fluorescence, 40 min; Potency, µM (doses to about 80 µM), for inactives: at the highest dose activity change, negative = inhibition, hits mostly inhibitors; hit rate 0.008% among 240,000; AID 2107;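 further: 0% = enzyme with vehicle and -100% = no enzyme basal signal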
Target sequence (P06280 32-429 limits assumed): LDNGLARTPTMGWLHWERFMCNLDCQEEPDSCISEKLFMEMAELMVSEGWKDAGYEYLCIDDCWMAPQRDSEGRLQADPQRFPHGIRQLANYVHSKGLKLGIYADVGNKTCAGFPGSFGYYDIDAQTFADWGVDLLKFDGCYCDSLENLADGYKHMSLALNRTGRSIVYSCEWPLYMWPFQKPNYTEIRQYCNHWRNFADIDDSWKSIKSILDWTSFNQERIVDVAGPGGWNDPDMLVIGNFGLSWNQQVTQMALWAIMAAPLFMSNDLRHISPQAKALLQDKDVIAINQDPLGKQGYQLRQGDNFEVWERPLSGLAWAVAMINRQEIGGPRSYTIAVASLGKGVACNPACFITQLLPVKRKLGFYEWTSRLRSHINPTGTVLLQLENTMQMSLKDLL
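Human spleen homogenate (1 ug) was the enzyme source, with 4-methylumbelliferyl-alpha-D-galactopyranoside (1 mM final) in pH 5.0 citrate buffer with 0.01% Tween-20. Compounds were titrated; after 40 min at 37C, NaOH/glycine stop, 4-MU fluorescence read; AC50 from Hill fits.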
ALDH1A1 block: blocks purified human ALDH1A1 activity | Purified ALDH1A1, NADH fluorescence, propionaldehyde substrate | Potency, µM (series often up to 75.3 µM), for inactives: top-dose activity, negative = inhibition, most hits filed as inhibitors | hit rate 7.3% among 220,000; active means well fitted inhibition curve with a large enough effect, not every such curve was filed as active; inconclusive means small, poorly fitted or top-dose-only effect, or another doubt; inactive means no such curve, though single readings can be large or run the other way;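 further: plate controls were no enzyme wells and a reference inhibitor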
GAA glycogen mod: alters human alpha-glucosidase cleavage of glycogen | P10253 | recombinant GAA, glycogen substrate, Amplex Red glucose oxidase fluorescence | Potency, µM (highest dose often 76.4 µM), inactives show at the highest dose activity change, negative = inhibition, most hits filed as inhibitors | hit rate 0.38% among 300,000 | AID 2100;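 further: 0% = full enzyme reaction and -100% = no-enzyme basal signal; the screen sought inhibitors and activators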
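Recombinant enzyme (4 nM final) with compounds titrated up to 77 uM and bovine liver glycogen (30 ug) in citrate pH 5.0, 0.01% Tween-20, 37 C 40 min. Released glucose detected by Amplex Red/glucose oxidase (Ex 573/Em 610); AC50 from Hill fits.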
Starred values were filed as active, the others as inactive; ? = inconclusive; nt = no result given; & = joins results of further samples; ! = not confirmed by another sample; [ ] = another dose, or the depositor's remark. Unless noted, the call rests on the fitted dose curve; in most records, active means well fitted curve in the direction sought with a large enough effect; inconclusive means small, poorly fitted or top-dose-only effect, or another doubt; inactive means no such curve, though single readings can be large; an effect the other way counts as inactive or inconclusive. Potency means the concentration at half of the fitted maximal effect.

SMILES | KDM4E inh | SMN2 splice enh | GoLoco inh red | GAA spleen mod | GAA inh | GLA spleen mod | ALDH1A1 block | GAA glycogen mod
N=C1C=CC(=C(c2ccc(N)cc2)c2ccc(N)cc2)C=C1 | nt | -66%[inhibitor][9.22 µM] | -15%[14.2 µM] | 8% | nt | 4% | 7%[13.5 µM] | nt
COC(c1ccccc1)c1nnc(CCC(=O)NC2C3CC4CC(C3)CC2C4)o1 (configuration not stated) | -1% | nt | 3% | -3% | 6% | -8% | -2% | 13%
CCCCCCCOC(=O)C1=C(C)Nc2ncnn2C1c1cccs1 (configuration not stated) | 7% | -97%[inhibitor] | 2% | 2% | -9% | 12% | 6% | -1%
S=C(NCc1ccccc1)NCC1COc2ccccc2O1 (configuration not stated) | 7% | 11% | 8% | -5% | 2% | 16% | 2% | -6%
COC(=O)c1sc(S(=O)(=O)N2CCCCC2)c(C(=O)OC)c1C | 3% | 1% | -6% | -3% | ? | -4% | ? | -7%
O=C(O)C1CC=CCC1C(=O)NNc1c(Cl)cc(Cl)cc1Cl (configuration not stated) | -5% | -1% | -4% | -3% | -7% | 3% | 11% | 1%
c1ccc(-n2c(SCC3CCCCO3)nnc2-c2cccs2)cc1 (configuration not stated) | 0% | nt | nt | -1% | -4% | -3% | 3% | -1%
O=C(Cn1c(C(F)(F)F)nc2ccccc21)c1ccc(F)cc1 | 4% | -12% | 3% | -8% | 4% | -3% | 7% | 2%
CCc1ccc(/C=N/NC(=S)NCCc2ccccc2)cc1 | -4% | -36% | 12% | 6% | -8% | 8% | 4% | -2%
CCN(CC)C(=O)C1=C(C)Nc2nc3ccccc3n2C1c1cccc(OC)c1 (configuration not stated) | -15% | -3%&0% | 6% | 2% | -11% | 7% | ? | -23%[76.3 µM]
COc1ccc(OC)c(/C=N/NC(=O)c2cc[n+](Cc3ccccc3)cc2)c1 | 3% | -8% | 10% | -3% | 0% | 3% | -3% | ?
CSc1ccc(Cl)c(C(=O)Nc2ccc(C)cn2)c1 | ? | 0% | 11% | 5% | 2% | 11% | -8% | -2%
Clc1ccc(-c2csc(NNC3=NCCCCC3)n2)cc1 | 2% | -13% | 6% | -5% | 3% | -7% | ? | ?
CCCn1c(NCc2ccccn2)nc2ccccc21 | ? | 13% | -3% | 3% | 2% | 5% | -12% | 4%
O=C(Nc1ccc(Cl)c(Cl)c1)Nc1nnc(CSc2ccccc2)s1 | 1% | -67%[inhibitor] | 11% | 2% | -2% | -3% | 12% | 13%

Random excerpt: 2 entries already listed, in no set order.
SMILES | KDM4E inh | SMN2 splice enh | GoLoco inh red | GAA spleen mod | GAA inh | GLA spleen mod | ALDH1A1 block | GAA glycogen mod
COC(=O)c1sc(S(=O)(=O)N2CCCCC2)c(C(=O)OC)c1C | 3% | 1% | -6% | -3% | ? | -4% | ? | -7%
CCc1ccc(/C=N/NC(=S)NCCc2ccccc2)cc1 | -4% | -36% | 12% | 6% | -8% | 8% | 4% | -2%

Next section:
SMILES | KDM4E inh | SMN2 splice enh | GoLoco inh red | GAA spleen mod | GAA inh | GLA spleen mod | ALDH1A1 block | GAA glycogen mod
Cc1ccc2c(c1)N(C(=O)CCC(=O)O)CCO2 | 19% | 1% | 2% | 3% | -3% | 6% | 5% | 1%
O=C(Nc1ccc(F)cc1F)Nc1ccccc1C(=O)NCCN1CCNC1=O | ? | nt | 7% | -13% | 0%[15.4 µM] | 3% | ? | -3%
COc1ccccc1C(=O)NCC(=O)NNc1ncnc(N)c1[N+](=O)[O-] | 7% | 9% | 9% | 7% | -2% | 4% | 13% | 3%
COc1ccc(/C=N/NC(=O)c2c(-c3ccccc3)noc2C)cc1 | 2% | 4% | 23% | 0% | -1% | 2% | -3% | -4%
COc1ccc(NC(=O)c2nc[nH]c2C(=O)N[C@@H](CC(C)C)C(=O)OC(C)(C)C)cc1 | 17% | nt | 4% | 0% | nt | 6% | nt | -19%
COc1ccccc1Nc1nc2nonc2nc1N1CCC(C)CC1 | -5% | 16% | -11% | -5% | 0% | -12% | -6% | 5%
Cc1ccc(NC2=NCC(=O)N2Cc2ccc3c(c2)OCO3)cc1 | 6% | -1% | -1% | -6% | -3% | -5% | 0% | -1%
COc1ccccc1NS(=O)(=O)c1cc(NC(=O)CC(C)(C)C)ccc1N1CCOCC1 | 0% | 22% | 9% | nt | -2% | -1% | -5% | 0%
Cc1ccc(C(=O)Nc2nc(-c3ccccn3)cs2)o1 | ? | nt | 24% | 1% | -3%[15.4 µM] | 1% | ? | -7%
Oc1c(Cl)cc(Cl)cc1Sc1cc(Cl)cc(Cl)c1O | ? | -70%&-65%&-39%[inhibitor] | 11%&-4%&3%&6% | -1%&-2%&3% | -4%[15.4 µM] | 2%&12%&4% | 24µM*! | -13%
CC(=O)Nc1ccc(S(=O)(=O)N2CCN(c3nc(NC4CCCC4)c4ccccc4n3)CC2)cc1 | ? | nt | -1% | 8% | -1% | 23% | ? | 12%
Cc1ccc(-n2c(SCC(=O)N/N=C/c3ccc(C)s3)nnc2-c2ccccc2)cc1 | -10% | 2% | 0% | 2% | 3% | -11% | 6% | -12%
NC(=O)NCC12CC3CC(CC(C3)C1)C2 | 3% | 4% | 10% | 12% | 6% | -10% | ? | 17%
CC(=O)NCC(=O)N1CCCC(C(=O)c2ccc(-c3ccccc3)c(F)c2)C1 (configuration not stated) | 4% | nt | -6% | -5% | -1% | -1% | ? | 4%
O=C(NCc1ccc(Cl)cc1)c1ccc(Cl)cc1[N+](=O)[O-] | -1% | -10% | -13% | -5% | 1% | -3% | 6% | 4%
COc1ccc(C2NC(=O)NC(O)(C(F)(F)F)C2C(=O)c2ccc(F)cc2)cc1 (configuration not stated) | -6% | -76%[inhibitor] | 7% | -3% | 3% | -2% | ? | -2%
COc1cc(CNCc2ccccn2)ccc1OCc1ccc(Cl)c(Cl)c1 | -3% | 7% | 10% | 7% | -3% | 6% | 2% | -11%
O=C(NC1CCCC1)c1noc2c1CCCCC2 | 3% | 10µM* | 3% | 3% | -2% | -3% | -9% | 5%
CS(=O)(=O)N1CCN(C(=O)c2c(F)cccc2F)CC1 | -6% | -7% | -5% | -4% | 3% | -1% | 9% | -13%
COC(=O)Nc1nc2ccc(-c3n[nH]c(=O)c4ccccc34)cc2[nH]1 | -20% | -6% | 17% | 0% | -1% | 1% | 4% | 6%
COCCOC(=O)C1=C(C)N(Cc2ccccc2)C(=O)NC1c1ccc(OC)cc1 (configuration not stated) | 5% | -17% | 7% | -7% | 3% | 2% | -1% | 9%
Cc1ccc2c(Cl)cc(Cl)c(OCc3c(C)noc3C)c2n1 | -3% | 12% | 2% | -9% | -5% | -4% | 7% | -29%
O=C(CCCn1c(=O)[nH]c2cc(Cl)ccc2c1=O)NCCN1CCN(c2ccccc2)CC1 | 3% | -18% | 8% | -5% | 0% | 45% | 0% | 3%
CC1=C(C(=O)N2CCc3ccccc32)C2(CCC(C)CC2)OC1=O (configuration not stated) | 1% | -7% | 7% | -10% | -2% | -18% | 2% | -5%
CCc1nnc(NC(=O)NCN2C(=O)C3C4C=CC(C4)C3C2=O)s1 (configuration not stated) | 1% | 10% | -5% | -5% | -10% | 6% | -9% | -1%
C=CCOC(=O)/C(=C\c1ccc(OC)cc1)NC(=O)c1ccco1 | 2% | -8% | 7% | -2% | 0% | -15% | -5% | -9%
CC1CN(CCC(=O)Nc2ccc3c(c2)OCO3)CC(C)O1 (configuration not stated) | -3% | 1% | 4% | -3% | -1% | 1% | 4% | -3%
COc1ccc(CNC(=O)COC(=O)CC2CCCC2)cc1 | -5% | -1% | -19% | 5% | -1% | 0% | 7.9µM* | -11%
COc1ccc(NC(=O)CSc2nnc(Cc3cccn3C)n2CCc2ccccc2)cc1OC | ? | nt | nt | 7% | -2% | 10% | ? | -1%
COc1ccccc1CNC(=O)CSc1ccc(C)cc1 | 2% | 18% | 18% | -11% | 10% | -7% | 1% | -1%

The final four compounds of the part before lead into the next:
SMILES | KDM4E inh | SMN2 splice enh | GoLoco inh red | GAA spleen mod | GAA inh | GLA spleen mod | ALDH1A1 block | GAA glycogen mod
CC1CN(CCC(=O)Nc2ccc3c(c2)OCO3)CC(C)O1 (configuration not stated) | -3% | 1% | 4% | -3% | -1% | 1% | 4% | -3%
COc1ccc(CNC(=O)COC(=O)CC2CCCC2)cc1 | -5% | -1% | -19% | 5% | -1% | 0% | 7.9µM* | -11%
COc1ccc(NC(=O)CSc2nnc(Cc3cccn3C)n2CCc2ccccc2)cc1OC | ? | nt | nt | 7% | -2% | 10% | ? | -1%
COc1ccccc1CNC(=O)CSc1ccc(C)cc1 | 2% | 18% | 18% | -11% | 10% | -7% | 1% | -1%
COc1ccc(N(C)S(=O)(=O)c2ccc3c(c2)oc(=O)n3C)cc1 | -3% | nt | 13% | -5% | -8% | 8% | 3% | -7%
COC(=O)C1CCN(S(=O)(=O)c2ccc(OC)cc2)CC1 | 4% | -12% | 3% | -3% | -3% | -3% | -7% | 6%
CCOC(=O)C1CCN(C(c2cc3ccc(C)cc3[nH]c2=O)c2nnnn2C2CCCCC2)CC1 (configuration not stated) | ? | 6% | 0% | 0% | -9% | 1% | ? | -7%
CCCC1=C(C(=O)OCC)C(c2ccccc2OCC)NC(=O)N1C (configuration not stated) | 10% | -5% | 7% | -6% | -11% | -2% | 3% | -5%
O=C(Oc1ccccc1C(=O)Oc1ccccc1)c1ccco1 | 4% | -3% | -2% | -17% | 1% | 7% | ? | 2%
CC(C)(C)OC(=O)N1CCN(C(=O)c2cccnc2Cl)CC1 | 8% | 4% | 3% | -16% | ? | -12% | 7% | -14%
O=C(Cc1ccc(Cl)cc1)Nc1ccc(C(=O)N2CCOCC2)cc1 | 0% | 4% | 5% | 1% | ? | 8% | 5% | -1%
Cc1ccc(C)c(-n2cc[nH]c2=S)c1 | -8% | nt | nt | -7% | 0% | -1% | ? | -10%
CC(=O)Nc1nc(N)n(-c2ccccc2)n1 | -4% | 9% | -8% | -1% | 2% | -7% | 2% | -2%
O=C(NCc1ccc(F)cc1)C1CCC(CNc2c(N3CCCCC3)c(=O)c2=O)CC1 (configuration not stated) | 10% | nt | -2% | -1% | nt | 0% | nt | 0%

Bioassay records from PubChem.

Some of the compounds tested; rates above refer to the full screens.
